E-selectin induc – induces E-selectin expression in human endothelial cells. HUVEC E-selectin immunofluorescence imaging; normalized: neutral wells 0, TNF-alpha wells 100. actives 0.37% (n = 260,000). activation, % at 7.58 µM. P16581;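 active means mean E-selectin-positive cell signal at least 10% of the positive control, reached in at least 60% of replicates, without over 20% cell loss; inconclusive means no rule given, readout overlaps actives, possibly toxicity-flagged; inactive means the rest, including those meeting only one limit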;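 further: in these data hits start at about 27%; measured in HUVEC primary endothelial cells; signal is the percent of cells scored E-selectin positive by PE staining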
Target sequence (P16581 whole entry, looked up): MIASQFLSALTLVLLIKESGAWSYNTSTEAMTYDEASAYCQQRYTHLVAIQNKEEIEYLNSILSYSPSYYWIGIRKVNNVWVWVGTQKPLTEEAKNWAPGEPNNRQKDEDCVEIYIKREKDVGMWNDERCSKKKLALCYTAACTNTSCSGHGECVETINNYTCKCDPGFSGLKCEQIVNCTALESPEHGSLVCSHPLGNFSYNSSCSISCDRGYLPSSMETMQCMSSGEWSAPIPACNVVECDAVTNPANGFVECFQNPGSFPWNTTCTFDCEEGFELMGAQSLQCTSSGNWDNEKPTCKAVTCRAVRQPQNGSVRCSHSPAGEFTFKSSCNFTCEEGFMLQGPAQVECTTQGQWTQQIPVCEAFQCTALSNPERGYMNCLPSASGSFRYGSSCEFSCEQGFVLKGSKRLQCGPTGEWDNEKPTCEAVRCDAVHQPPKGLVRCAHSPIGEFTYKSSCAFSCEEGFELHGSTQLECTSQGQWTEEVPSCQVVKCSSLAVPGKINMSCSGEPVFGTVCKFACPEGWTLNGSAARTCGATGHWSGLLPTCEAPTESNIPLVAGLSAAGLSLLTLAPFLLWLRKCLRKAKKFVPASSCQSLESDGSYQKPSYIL
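Assay system: HUVEC, human umbilical vein endothelial cells / Amount: 3,000 HUVEC/well / Controls: TNF-alpha positive control, DMSO neutral control / Compound dosing: single concentration / Medium: EGM-2 over gelatin coat / Evaluation: percent E-selectin-positive cells / Signal: immunofluorescence imaging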
ERp5 block – inhibitors of human ERp5; inhibition, % at 9.99 µM; ERp5 insulin aggregation, absorbance 650 nm, 90 min; actives 0.05% (n = 350,000); Q15084;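 active means mean replicate inhibition above about 25%, with every replicate also reaching it, limit read from the data, passing the limit was not always enough; inconclusive means only one of those two criteria met; inactive means neither criterion met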
Statin myotox sup – suppressors of simvastatin-induced myotoxicity in C2C12 myotubes. ATP luminescence, 48 h; scaled: DMSO 0, geranylgeraniol control 100. rescue of ATP level, % at 7.49 µM. actives 0.78% (n = 330,000);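 active means mean ATP rescue above about 67%, or every replicate alone reaching that limit, limit read from the data, passing the limit was not always enough; inconclusive means no clear call, values can overlap the other calls; inactive means mean under the limit and some replicate under it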;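 further: myotubes were challenged with 10 µM simvastatin during compound exposure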
SIRT5 inh – blocks human SIRT5 desuccinylation of peptide; Q9NXA8; Purified SirT5, succinyl-peptide AMC, trypsin-coupled fluorescence; inhibition, % at 15 µM; actives 1.1% (n = 330,000); AID 652115; in the data active means inhibition above about 15%; inconclusive means no clear call, values can overlap the other calls
Target sequence (Q9NXA8 whole entry, looked up): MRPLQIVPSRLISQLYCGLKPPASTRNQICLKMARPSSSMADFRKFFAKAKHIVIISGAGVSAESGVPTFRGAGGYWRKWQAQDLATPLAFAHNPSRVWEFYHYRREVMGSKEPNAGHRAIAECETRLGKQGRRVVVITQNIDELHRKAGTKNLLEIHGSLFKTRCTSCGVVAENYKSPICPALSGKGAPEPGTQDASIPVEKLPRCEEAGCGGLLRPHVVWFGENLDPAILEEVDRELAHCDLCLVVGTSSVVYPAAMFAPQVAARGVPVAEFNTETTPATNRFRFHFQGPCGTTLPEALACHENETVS
DENV2 CPE – DENV2-induced cell death inhibition; DENV2-infected cells, cytopathic effect rescue, plate reader; CPE inhibition, % at 9.99 µM; actives 1.7% (n = 350,000); in the data active means CPE inhibition above about 20%, passing the limit was not always enough; inconclusive means no clear call, values can overlap the other calls; tested in BHK-21 cells;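 further: 0% = median of neutral control wells and 100% = median of positive control wells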
S100A4 MyoIIA – inhibitors of human S100A4 binding to myosin IIA peptide | P26447 | S100A4/TAMRA-MyoIIA peptide fluorescence polarization | inhibition, % at 10.7 µM | actives 0.14% (n = 360,000) | AID 652163;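 active means mean inhibition of at least 70% across replicates, with every replicate also reaching that level; inconclusive means mean inhibition reaches 70% but some replicates fall short; inactive means mean inhibition below 70%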
Target sequence (P26447 whole entry, looked up): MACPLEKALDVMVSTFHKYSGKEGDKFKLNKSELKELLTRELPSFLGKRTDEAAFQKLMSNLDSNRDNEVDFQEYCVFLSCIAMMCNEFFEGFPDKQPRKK
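Compound dosing: one dose per compound; test system: human S100A4 monomer with TAMRA-labelled myosin IIA peptide; probe or stimulus: TAMRA-labelled myosin IIA heavy-chain peptide probe, 5 nM; medium: HEPES buffer with Ca2+, pH 7.2; schedule: 5 min incubation before reading; benchmarks: neutral control DMSO, positive control TFP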
PglD inh – inhibitors of Campylobacter jejuni PglD acetyltransferase. purified PglD enzyme, DTNB colorimetric CoA detection. inhibition, % at 12.5 µM. actives 0.098% (n = 360,000). AID 602405; in the data active means inhibition above about 16%, passing the limit was not always enough; inconclusive means no clear call, values can overlap the other calls; further: strong numbers were not always called active
An asterisk follows results filed as active; ? = inconclusive; nt = not tested or not shown; & = joins results of further samples; ! = a repeat was not active. Some of the compounds tested (hit frequency here may not be typical).

Compound,DENV2 CPE,E-selectin induc,Statin myotox sup,ERp5 block,S100A4 MyoIIA,SIRT5 inh,PglD inh
Cc1nc(C)c(-c2ccc(SCC(=O)Nc3ccc(C)c(Cl)c3)nn2)s1,-2,-0.1,-1,0,4,-2,-3
CCOC(=O)C(C)(C)Sc1nc2c(cnn2-c2ccc(Cl)cc2)c(=O)[nH]1,-14,-0.5,7,2,0,-2,1
COc1cccc(-c2ccc3c(c2)C2CC3CCN2C(=O)c2ccc(-c3ccccc3)cc2)c1 (centres undefined),6,0.0,17,7,-2,-1,1
O=C(NCc1ccccc1Cl)[C@H]1CCCN1C(=O)[C@H]1CCCN1,-9,1.7,nt,0,-9,-2,nt
CC(C)C[C@H](NC(=O)c1nc[nH]c1C(=O)N1CCN(c2ccccc2)CC1)C(=O)OCc1ccccc1,4,-0.1,2,5,-5,-2,-5
Cc1ccc2c(CN3CCC(C)CC3)cc(=O)oc2c1C,-4,nt,-30,-1,-2,-2,1
COc1ccc(C(=O)NC2CCN(CC(=O)Nc3cccc(OC)c3)CC2)cc1,3,nt,-11,-4,-6,-2,4
COc1ccc(CNC(=O)C[C@H]2CC[C@@H](NS(=O)(=O)c3cccc(OC)c3)[C@H](CO)O2)cc1,-3,-0.3,8,-1,17,-3,3
COC(=O)C1=C(C)N(C)C(=NCc2cccc(C(F)(F)F)c2)NC1c1ccc(Cl)cc1 (centres undefined),1,-0.2,nt,1,-8,nt,nt
O=C(O)CN1C(=O)C2C3C=CC(C2C1=O)C1C(=O)N(CC(=O)O)C(=O)C31 (centres undefined),?,2.6,nt,11,1,11,nt
CCCC#Cc1cnc2c(c1)C(=O)N([C@@H](C)CO)C[C@H](C)[C@H](CN(C)C(=O)Nc1ccccc1F)O2,1,0.4,43,-1,-1,8,-2
COc1cccc(NC(=O)N(C)C[C@H]2Oc3cc(C#CC4(O)CCCC4)ccc3S(=O)(=O)N([C@@H](C)CO)C[C@H]2C)c1,-2,0.0,4,3,-3,8,1
CC1C(=O)N(Cc2cn(CC3CCCCC3)nn2)CCS(=O)(=O)N1Cc1ccc(-c2ccccc2)cc1 (centres undefined),-3,-1.3,-1,-2,-2,-2,-4
Cc1cccc(NC(=O)C2CCCN2S(=O)(=O)c2ccc(Cl)cc2)n1 (centres undefined),-3,-0.9,-1,-5,-30,-6,-7
Cn1nc(C(C)(C)C)cc1C(=O)NNC(=O)c1cccc(Cl)c1,0,0.1,nt,-2,0,-5,4
Cc1cc(C(=O)NNC(=S)NC(=O)/C=C/c2ccccc2Cl)n[nH]1,nt,nt,-23,1,6,-7,7
CCn1c(SCC(=O)NC2CCCCC2)nc2c(c1=O)SCC2,1,-2.1,4,5,2,-4,1
CO[C@H]1CN(C)C(=O)c2cc(NS(C)(=O)=O)ccc2OC[C@@H](C)N(C)C[C@@H]1C,5,0.2,-5,0,-7,9,-3
Cc1cc(C)n(/N=C/c2ccc(O)cc2)c(=O)c1C#N,-1,nt,3,0,-8,-2,-1
CCCNC(=O)N[C@@H]1C=C[C@@H](CC(=O)NC2CCCCC2)O[C@H]1CO,-5,0.1,-8,-9,-11,-4,-3
Cn1c(=O)c2[nH]c(N=Nc3ccc(N)cc3N)nc2n(C)c1=O,-4,3.9,nt,-5,-25,1,nt
Oc1ccccc1CNc1nccs1,8,nt,7,2,-5,2,4
COc1ccccc1NS(=O)(=O)c1cccc(NC(=O)C2CC(=O)N(Cc3ccccc3)C2)c1 (centres undefined),nt,-3.7,nt,6,3,1,nt
CCS(=O)(=O)N1[C@H](CO)[C@H](c2ccccc2)[C@H]1CN(C(C)=O)C1CCCC1,-4,-0.1,nt,2,19,-3,nt
CC(Oc1ccccc1F)C(=O)NNC(=O)Cc1ccc(S(=O)(=O)N2CCOCC2)s1 (centres undefined),-8,-0.7,10,-10,-23,-3,-3
CCOc1ccc(Cn2nnc(C(=O)NCCc3ccccc3)c2N)cc1,5,0.1,0,1,-1,nt,5
O=C1CC(NS(=O)(=O)c2cccs2)CN1c1ccccc1 (centres undefined),5,nt,3,-6,-5,-1,5
CCC(=O)c1cc2c(C)cc(=O)oc2c(C)c1OC(=O)C(C)C,1,nt,nt,9,-1,nt,nt
C[C@@H]1CN([C@@H](C)CO)C(=O)c2cc(NS(=O)(=O)c3cccs3)ccc2O[C@@H]1CN(C)C(=O)NC1CCCCC1,-4,nt,14,-7,-6,1,-2
COc1ccc(Cn2c(=S)[nH]c3cc(C(=O)N4CCN(c5ccccc5)CC4)ccc3c2=O)cc1,6,nt,-1,-3,0,3,1

Additional compounds
Compound,DENV2 CPE,E-selectin induc,Statin myotox sup,ERp5 block,S100A4 MyoIIA,SIRT5 inh,PglD inh
C[C@H]1CN([C@@H](C)CO)C(=O)c2cc(NS(=O)(=O)c3cccs3)ccc2O[C@@H]1CN(C)Cc1ccc(C(F)(F)F)cc1,-6,-6.2,-28,0,3,8,-2
COc1ccc2c(=O)cc(C(=O)O)oc2c1,nt,nt,nt,-6,4,5,nt
COc1cccc(N2CC(NC(=O)C(=O)c3c[nH]c4ccccc34)CC2=O)c1 (centres undefined),0,0.1,7,3,-2,-2,-1
O=C(NCC(c1ccco1)N1CCCC1)c1ccccc1Sc1ccc(C(F)(F)F)cc1[N+](=O)[O-] (centres undefined),?,nt,3,-1,1,3,-2
C[C@H](CO)N1C[C@H](C)[C@@H](CN(C)Cc2ccncc2)Oc2ccc(N(C)C)cc2C1=O,47*,nt,8,-5,1,-2,-1
CC(C)CCn1c(=O)c2c(nc3n2CCCN3Cc2ccccc2)n(C)c1=O,-1,nt,-8,0,-3,-2,-4
CCOC(=O)c1cc(NC(=O)Nc2ccccc2Cl)c(C)nc1C,-1,nt,nt,-1,-7,0,nt
Cc1ccc(S(=O)(=O)N(C)C[C@H]2OCCCC[C@H](C)Oc3ccc(NC(=O)Nc4ccc(C(F)(F)F)cc4)cc3C(=O)N([C@@H](C)CO)C[C@@H]2C)cc1,0,nt,nt,-3,-16,3,0
CCN(CC)C(=O)c1cccc(NC(=O)C2=COCCO2)c1,-2,0.1,1,2,2,-4,-1
O=C1N=c2ccccc2=C1c1c(O)n(-c2cccc(F)c2)[nH]c1=O,?,-0.2,5,1,-3,0,nt
COc1ccc(NS(=O)(=O)c2cccc(C(=O)NCC(c3ccco3)N(C)C)c2)cc1 (centres undefined),-3,2.1,-1,-3,2,-1,4
CC1(C(=O)NS(=O)(=O)c2ccc(Cl)cc2)CCN1C(=O)COc1ccc(Cl)cc1 (centres undefined),1,0.0,1,-7,6,nt,-2
COc1cccc(S(=O)(=O)Nc2ccc3c(c2)C(=O)N(C)C[C@H](OC)[C@H](C)CN[C@@H](C)CO3)c1,20*!,0.3&-0.1,-2,11&-2,4&-1,-6&2,-3
C[C@H](CO)N1C[C@H](C)[C@H](CN(C)C(=O)Nc2cccc(C(F)(F)F)c2)OCc2cnnn2CCCC1=O,?,-0.4&-0.1,6&-9,3&2,-1&-8,-6,-1&2
Cc1ccc(NC(=O)Cn2nnc(-c3ccccc3-n3cnnn3)n2)c(C)c1,9,nt,6,7,-5,-6,1
CCc1sc(-c2ccccc2)nc1C(=O)OC,4,nt,nt,-1,-3,-1,nt
CCOC(=O)C1CCN(C(=S)Nc2cc(C)ccc2C)CC1,5,nt,nt,1,6,nt,nt
Cc1ccc(NC(=O)COC(=O)COc2cccc3c2OC(C)(C)C3)cc1S(=O)(=O)N1CCOCC1,-12,nt,22,-3,3,-2,-5
Cc1nnc(SCC(=O)Nc2ncc3c(n2)CC(c2ccccc2)CC3=O)s1 (centres undefined),nt,nt,-6,2,0,28*,-1
Cc1[nH]c2ccccc2c1C(=O)C(=O)N(C)C1CCCCC1,0,-1.1,2,-4,66,1,3
CC(C)(C)c1cc(NS(=O)(=O)c2ccc3c(c2)OCCO3)on1,nt,-2.1,6,nt,nt,nt,3
CCOC(=O)CNc1nc(Oc2ccc(=O)n(C)n2)nc(N(CC)CC)n1,-3,nt,nt,3,-1,-3,nt
COc1ccc(CCNS(=O)(=O)c2ccc(Br)s2)cc1,12,-0.4,11,2,-6,-2,2
O=C(c1ccc2c(c1)OCO2)N1C[C@H]2[C@@H](c3ccccc31)[C@H](CO)N2C(=O)CC1CC1,nt,0.0,-12,-1,9,1,-4
COc1ccc(C(CC(=O)Nc2ccccn2)N2Cc3ccccc3C2=O)cc1OC (centres undefined),-5,-0.1,14,2,0,-2,-9
O=C(NC1CCCC1)C1CCN(S(=O)(=O)c2ccccc2)CC1,5,0.4,4,5,-3,nt,-3
O=C(c1ccc2c(c1)OCCO2)N1CCN(c2ncc(C(F)(F)F)cc2Cl)CC1,-4,nt,0,10,-5,-3,4
O=C(NN1C(=O)C2C(c3ccccc3)C=CC(c3ccccc3)C2C1=O)c1cccc(Br)c1 (centres undefined),3,1.3,nt,1,7,0,nt
COc1ccc(C2CC(c3ccccc3)=NN2C(=O)COC(=O)c2cc(S(=O)(=O)N3CCOCC3)ccc2Cl)cc1 (centres undefined),-2,nt,nt,-5,5,-1,nt
CCc1nc2ccc(C(=O)Nc3cccc(OC)c3)cn2c1N(C)CCCc1ccccc1,7,0.1,16,-8,-1,nt,-6

(next part)
Compound,DENV2 CPE,E-selectin induc,Statin myotox sup,ERp5 block,S100A4 MyoIIA,SIRT5 inh,PglD inh
Cc1cc(C(F)(F)F)c2c(n1)sc1c(O)cc(=O)[nH]c12,0,nt,6,4,-8,4,1
CN1[C@@H]2c3ccc(-c4cccc(F)c4)c(=O)n3C[C@@H]2[C@@H](CO)[C@@H]1C(=O)NCc1ccccn1,-5,0.0,-15,-2,39,-2,-1
Cc1cc(C)cc(Cn2cc(CN3CC(N4CCN(C)CC4)CS3(=O)=O)nn2)c1 (centres undefined),5,-0.2,nt,-7,-3,-4,nt
CCOC(=O)c1ccc(NC(=O)COC(=O)Cc2csc(-c3ccccc3)n2)cc1,4,0.1,0,-1,1,-3,6
COc1ccc(NC(=O)CN2CCN(CC(=O)Nc3ccccc3OC)CC2)c(OC)c1,-3,0.2,-12,0,-6,2,2
Cc1csc(NC(=O)CSc2nc(=O)n(CCCN(C)C)c3c2CCC3)n1,-8,0.0,nt,1,-12,0,nt
CCN(CC)CCCn1c2c(c(SCC(=O)Nc3ccc4c(c3)OCO4)nc1=O)CCC2,-5,nt,-4,5,-3,-4,0
O=C(NCCCn1ccnc1)c1ccc(N2CCCCC2)c([N+](=O)[O-])c1,3,nt,nt,-18,-2,0,nt
COc1ccccc1CNC(=O)COc1cccnc1[N+](=O)[O-],12,nt,-31,2,-1,-3,0
CCS(=O)(=O)c1cc([N+](=O)[O-])c(Sc2ccccc2NC(C)=O)s1,-3,13,nt,0,-1,-3,1
CCC(=O)N(C)C[C@@H]1Oc2ncc(Br)cc2C(=O)N([C@@H](C)CO)C[C@@H]1C,-7,0.6,-6,-4,-31,-1,0
COc1ccccc1C#Cc1cnc2c(c1)C(=O)N([C@@H](C)CO)C[C@H](C)[C@H](CN(C)C)O2,5,1.1,-14,-1,-1,-4,-2
Cc1ccc(S(=O)(=O)Nc2ccc3c(c2)C(=O)N([C@H](C)CO)C[C@@H](C)[C@@H](CN(C)S(C)(=O)=O)OCCCC[C@@H](C)O3)cc1,0,-0.1,nt,-2,-8,4,-4

Screening data: PubChem BioAssay, Broad Institute
